Screening results from PubChem.
Rab9 promoter act: qHTS Assay for Rab9 Promoter Activators | Huh7 Rab9 promoter-luciferase reporter, luminescence, 24 h | AID 485297, 2010 | Potency, µM (highest dose often 9.22 µM), inactives show top-dose activation, negative = inhibition, usual class: activators | hit rate 2.8% among 320,000; also: % of control where 0% means no effect; nearly all actives have a fitted effect of over 60% in size
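Huh7 reporter line, Rab9 promoter upstream of luciferase. Compound exposure 24 h at 37 °C in reduced-serum medium with 10% FBS. Read-out: luminescence.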
FLuc modulator: qHTS profiling assay for firefly luciferase inhibitor/activator using purifed enzyme and Km concentrations of substrates (counterscreen for miR-21 project) | purified FLuc, Km substrates, luminescence inhibition | Luciferin 4-monooxygenase (Photinus pyralis), P08659 | Potency, µM (doses to about 57.5 µM), inactives show at the highest dose activity change, negative = inhibition, usual class: inhibitors | hit rate 6.9% among 360,000;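 also: plate controls were vehicle for no effect and reference inhibitor for full effect; nearly all actives have a fitted effect of over 55% in size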
Target sequence (P08659 whole entry, looked up): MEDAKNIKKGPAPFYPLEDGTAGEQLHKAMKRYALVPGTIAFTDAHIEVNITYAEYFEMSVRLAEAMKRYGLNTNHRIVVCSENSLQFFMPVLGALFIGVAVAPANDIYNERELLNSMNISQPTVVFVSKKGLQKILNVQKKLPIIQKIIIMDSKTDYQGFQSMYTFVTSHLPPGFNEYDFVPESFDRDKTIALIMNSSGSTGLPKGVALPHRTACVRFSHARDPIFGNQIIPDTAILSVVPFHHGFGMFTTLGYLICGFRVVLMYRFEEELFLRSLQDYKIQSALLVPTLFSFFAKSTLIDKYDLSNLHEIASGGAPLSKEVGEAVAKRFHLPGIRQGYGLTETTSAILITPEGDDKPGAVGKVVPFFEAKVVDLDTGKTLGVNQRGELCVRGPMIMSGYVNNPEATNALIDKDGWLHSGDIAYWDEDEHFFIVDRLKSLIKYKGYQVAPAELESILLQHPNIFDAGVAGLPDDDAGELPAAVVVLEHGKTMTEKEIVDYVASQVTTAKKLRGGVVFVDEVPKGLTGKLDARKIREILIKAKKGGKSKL
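Purified P. pyralis luciferase (10nM final) with 10uM D-luciferin and 10uM ATP (Km levels) in 50mM Tris acetate pH 7.5, 10mM Mg acetate, 0.01% Tween-20, 0.05% BSA; qHTS 6-point titration, ~60 µM downward; luminescence read.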
uPA surface inh: qHTS for Inhibitors of Cell Surface uPA Generation; cell surface uPA generation assay, qHTS; Potency, µM (series often up to 38.3 µM), for inactives: at the highest dose activity change, negative = inhibition, most hits filed as inhibitors; hit rate 0.31% among 330,000; active = well fitted inhibition curve with a large enough effect; inconclusive = small, poorly fitted or top-dose-only effect; inactive = no such curve, though single readings can be large or run the other way; tested in mouse RAW 264.7 cells; also: % is scaled to controls: 0 for no effect and ±100 for the full control effect; nearly all actives have a fitted effect of over 55% in size
RORg inh: qHTS for inhibitors of ROR gamma transcriptional activity; Nuclear receptor ROR-gamma (Mus musculus), P51450; Drosophila S2 Gal4-RORgamma UAS-luciferase reporter, 20 h; AID 2551, 2010; Potency, µM (doses to about 53.6 µM), without a hit: at the highest dose activity change, negative = inhibition, most hits filed as inhibitors; hit rate 5.4% among 310,000; also: % is scaled to controls: 0 for no effect and ±100 for the full control effect; nearly all actives have a fitted effect of over 60% in size
Target sequence (P51450 whole entry, looked up, the tested form may be a part): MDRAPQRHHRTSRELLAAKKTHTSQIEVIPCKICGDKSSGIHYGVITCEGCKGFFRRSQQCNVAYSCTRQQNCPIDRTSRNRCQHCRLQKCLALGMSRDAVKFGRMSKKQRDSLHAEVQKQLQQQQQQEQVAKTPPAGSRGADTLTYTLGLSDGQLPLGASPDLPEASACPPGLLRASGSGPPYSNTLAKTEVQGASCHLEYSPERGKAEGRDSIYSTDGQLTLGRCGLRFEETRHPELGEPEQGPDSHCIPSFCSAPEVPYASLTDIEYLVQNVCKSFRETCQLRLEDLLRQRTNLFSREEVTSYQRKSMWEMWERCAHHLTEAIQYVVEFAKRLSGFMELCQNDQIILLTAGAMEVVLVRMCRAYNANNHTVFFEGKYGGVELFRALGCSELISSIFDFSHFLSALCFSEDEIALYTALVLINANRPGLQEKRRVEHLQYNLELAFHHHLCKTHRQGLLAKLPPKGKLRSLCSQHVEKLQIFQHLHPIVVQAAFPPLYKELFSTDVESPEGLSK
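Stable Schneider cell line, Gal4 DNA-binding domain fused to ROR gamma, UAS-luciferase. Cmpd 1 hr RT → CuSO4 700 uM final → 20 hr RT → luciferase reagent 10 min → luminescence.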
NPC1 prom act: qHTS Assay for NPC1 Promoter Activators; Huh7 NPC1 promoter luciferase reporter, 24 h; Potency, µM (series often up to 9.22 µM), for inactives: top-dose activation, most hits filed as activators; hit rate 2.4% among 320,000; AID 485313, 2010;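 also: % of control where 0% means no effect; nearly all actives have a fitted effect of over 60% in size; reporter is driven by a mutant NPC1 promoter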
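NPC1 promoter–luciferase Huh7 cells; 24 h compound; luminescence.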
Gal4-VP16 FLuc: VP16 counterscreen qHTS for inhibitors of ROR gamma transcriptional activity | Drosophila S2 Gal4-VP16 UAS-luciferase, luminescence, 20 h | Potency, µM (doses to about 53.6 µM), without a hit: at the top dose activity, negative = inhibition, hits mostly inhibitors | hit rate 3.5% among 310,000;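 also: Gal4-VP16 expression switched on by copper sulfate through the metallothionein promoter; % is scaled to controls: 0 for no effect and ±100 for the full control effect; nearly all actives have a fitted effect of over 50% in size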
MBNL1 CUG block: qHTS Assay for Inhibitors of MBNL1-poly(CUG) RNA binding | Muscleblind-like protein 1 (Homo sapiens), Q9NR56 | TR-FRET MBNL1-His/biotin-(CUG)12 binding, 665/545 ratio | Potency, µM (highest dose often 57.5 µM), for the others: at the top dose activity change, negative = inhibition, usual class: inhibitors | hit rate 0.036% among 280,000 | AID 2675, 2010; active = well fitted inhibition curve with a large enough effect in the signal ratio, with a control signal flat, not every such curve was filed as active; inconclusive = small, poorly fitted or top-dose-only effect, or effect the other way, or a change in a side signal; inactive = no such curve, though single readings can be large or run the other way; the % refers to the signal ratio; also: % is scaled to controls: 0 for no effect and ±100 for the full control effect
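Inhibition of protein-RNA binding appears as loss of TR-FRET between terbium anti-His antibody on MBNL1-His and streptavidin-XL665 on biotin-(CUG)12. Activity is normalized to buffer-only and uninhibited-complex controls.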
p53 reactivator: qHTS assay for re-activators of p53 using a Luc reporter; Potency, µM (top dose mostly 92.2 µM), without a hit: at the highest dose activity change, positive = activation, actives largely listed as activators; H1299 p53-A138V BP100-luciferase reporter, luminescence, 24 h; hit rate 0.063% among 320,000; also: % of control where 0% means no effect; nearly all actives have a fitted effect of over 45% in size
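H1299 (p53-null), stable ts p53-A138V + BP100-Luc; 1000 cells/well, Opti-MEM/10% FBS; cpd 4 pt, 1:5; 24 h, 37 deg C, 5% CO2; detection reagent 10 min RT; luminescence.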
BRCA1 expr up: qHTS Assay to Identify Small Molecule Activators of BRCA1 Expression. MCF7-BRCA1-FFLuc reporter, luminescence, 48 h; response scale: scaled: vehicle 0%, 10 µM genistein 100%. Potency, µM (highest dose often 46.1 µM), without a hit: at the top dose activation, actives largely listed as activators. hit rate 1.1% among 380,000. AID 624202, 2012; also: nearly all actives have a fitted effect of over 80% in size; some results filed as inactive show a strong effect at the top dose
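48 h compound treatment of MCF7-BRCA1-FFLuc cells (phenol-red free MEM, 37 °C), then 15 min with luciferase substrate and luminescence imaging.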
ELG1 genotox: qHTS screen for small molecules that induce genotoxicity in human embryonic kidney (HEK293T) cells expressing luciferase-tagged ELG1; Potency, µM (series often up to 46 µM), for the others: at the top dose activity change, positive = activation, most hits filed as activators; AID 504466, 2011; hit rate 1.3% among 330,000; HEK293T ELG1-luciferase reporter, luminescence, 16 h; also: % of control where 0% means no effect; nearly all actives have a fitted effect of over 60% in size
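Reporter readout depends on ELG1 protein level, which increases with genetic stress. After 16 hr compound exposure at 37 °C, luciferase activity was quantified using ONE-Glo.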
Active calls of the source: *; ? = inconclusive; nt = no result given; & = joins results of further samples; [ ] = remark or other dose. Unless noted, calls follow the shape of the dose curve; as a rule, active = well fitted curve in the direction sought with a large enough effect; inconclusive = small, poorly fitted or top-dose-only effect, or another doubt; inactive = no such curve, though single readings can be large; an effect the other way counts as inactive or inconclusive. Potency is read from the fitted curve at half-maximal effect.

SMILES	Rab9 promoter act	FLuc modulator	uPA surface inh	RORg inh	NPC1 prom act	Gal4-VP16 FLuc	MBNL1 CUG block	p53 reactivator	BRCA1 expr up	ELG1 genotox
CNC(=S)NCCC(c1ccccc1)c1ccccc1	-7%	-1%	6%	7.1µM*	0%	?	nt	9%	-28%	1%
Cc1cccc(OCCC(=O)Nc2c(C)n(C)n(-c3ccccc3)c2=O)c1	0%	5%	-6%	-2%	0%	6%	2%	-2%	22%	6%
C=CCn1c(SCC(=O)NCC2CCCO2)nc2scc(-c3ccco3)c2c1=O (stereo not given)	-3%	3%	1%	-21%	-1%	5%	7%	1%	8%	0%
Cc1cc(=O)n2c(-c3ccccc3C)n[nH]c2n1	1%	0%[2.3 µM]	-7%	2%	6%	-2%	-3%	0%	5%	6%
CC(C)(C)C(=O)OC/C(N)=N/OC(=O)c1ccc(Cl)c(Cl)c1	0%	?	-15%	42%	0%	-12%	-5%	6%	-10%	-3%
CC(=O)c1ccc(OCC(=O)N2CCN(S(=O)(=O)c3ccc(C)cc3C)CC2)cc1	-7%	-2%	-3%	71%	-3%	-3%	-1%	-15%	-32%	-13%
CCCOc1ccc(-c2nc(C#N)c(N3CCc4ccccc4C3)o2)cc1	6%	-2%	nt	1%	-1%	-5%	-5%	6%	-4%	1%
CCN(C(=O)CSc1nnc(-c2c[nH]c3ccccc23)n1C1CC1)C1CCS(=O)(=O)C1 (stereo not given)	-2%	3%	-16%	nt	-7%	nt	nt	0%	-3%	2%
Cc1ccc2oc(C(=O)N(Cc3ccc(N(C)C)cc3)C3CCS(=O)(=O)C3)c(C)c2c1 (stereo not given)	-3%	5%	32%[activator]	-1%	2%	-7%	6%	-7%	-34%	-6%
Cc1nc(CSc2n[nH]c(=O)n2-c2ccccc2)cs1	-1%	0%	10%	-4%	2%	0%	nt	-4%	-5%	1%
COc1ccc(NC(=O)CSc2nnc(-c3cccs3)n2Cc2ccco2)cc1OC	-6%	-7%	nt	?	1%	2%	-4%	-5%	-23%	-11%
Cc1ccccc1NC(=O)c1ccccc1NC(=O)c1cccs1	0%	?	12%	33%	-2%	23%	3%	5%	-3%	-1%
CC1(C)CC(=O)C(C(=S)Nc2ccccc2)=C(NCCN2CCOCC2)C1	-9%	1%	0%	-11%	-4%	4%	-3%	-7%	1%[1.84 µM]	0%
O=C(N/N=C/c1cccc([N+](=O)[O-])c1)c1ccc2c(c1)OCCO2	2.2µM*	1.3µM*	-4%	-40%	3.5µM*	-23%	?	9%	?	?
Cc1cc(N2CCN(c3nnnn3-c3ccccc3)CC2)n2ncnc2n1	-2%	6%	1%	1%[10 µM]	0%	1%	2%	0%	-12%	-2%
COc1ccc(C2=NN(C(=O)CSc3cn(C)c4ccccc34)C(c3ccc(OC)cc3)C2)cc1 (stereo not given)	5%	0%	?	-1%	1%	-7%	?	1%	-11%	-11%
O=C(CN1C(=O)NC2(CCCC2)C1=O)Nc1ccccc1C(F)(F)F	0%	2%	4%	4%	1%	0%	1%	2%	-13%	5%
COc1ccc(-c2nc(CS(=O)CC(=O)NCc3ccco3)c(C)o2)cc1 (stereo not given)	2%	-19%	-14%	-23%	6%	-1%	-11%	-8%	-1%	-1%
Cn1cc([N+](=O)[O-])c(C(=O)N/N=C/c2cc3c(cc2Br)OCO3)n1	2%	-3%	5%	-8%	-3%	0%	?	2%	23%	2%
Cc1ccc(S(=O)(=O)NCC(=O)NCc2cc(=O)n(C)c(=O)n2C)cc1	0%	1%	1%	3%	2%	1%	-11%	-7%	6%	0%
Cc1ccc(NC(=O)CN(C)C(=O)c2ccc(Cl)c(S(=O)(=O)NCc3ccco3)c2)cc1	nt	nt	8%	nt	nt	nt	nt	-6%	-9%	-2%
COc1ccc(S(=O)(=O)N2CCCC(C(=O)NCCN3CCOCC3)C2)cc1C (stereo not given)	3%	-1%	-5%	-22%	1%	-29%	-6%	0%	-11%	4%
Cc1cccc(-n2ncc(C#N)c2N)c1	-5%	3%	-6%	?	-2%	?	-1%	-3%	10%	0%
Cc1ccc(C(=O)NC(NCC2CCCO2)C(Cl)(Cl)Cl)cc1 (stereo not given)	-6%	2%	-9%	25%	-3%	2%	-6%	-3%	-21%	2%
CCn1nnc2cc(C(=O)N3CCC(C(=O)OC)CC3)ccc21	nt	nt	0%	nt	nt	nt	nt	2%	3%	1%
Cc1ccc(S(=O)(=O)NCCSc2ccccc2)cc1[N+](=O)[O-]	-4%	6%	1%	15%[10 µM]	2%	-4%	nt	-2%	-8%	-1%
COc1cccc(CNS(=O)(=O)c2c(C(=O)N3CCCC3)c(C)n(C)c2C)c1	1%	2%	-1%	-4%	-7%	-5%	0%	-2%	-1%	0%
O=c1c2cccnc2nc2n1CCCCC2	-4%	-1%	6%	-9%	-1%	0%	-4%	-1%	-37%	-1%
Cn1c2c(c(=O)n(C)c1=O)CN(Cc1ccc3c(c1)OCO3)CN2	-6%	4%	-15%	6%	-3%	0%	-7%	0%	6%	-3%
COc1cc(/C(C)=N/NC(=O)Cc2c(C)[nH][nH]c2=O)ccc1O	2%	-5%	4%	-14%	-2%	6%	-6%	12%	-19%	2%
O=C(COC(=O)c1ccc(F)c(S(=O)(=O)N2CCOCC2)c1)NCc1ccc(F)cc1	nt	nt	-3%	nt	nt	nt	nt	-6%	-8%	-2%
CC(C)(C)c1cc(CCC(=O)NCC2CCCO2)cc(C(C)(C)C)c1O (stereo not given)	-4%	1%	3%	2%	-1%	4%	3%	nt	6%	nt
COCCCNC(=O)CCn1c(=O)c2ccccc2n(CC(=O)Nc2ccc(C)cc2C)c1=O	-3%	2%	3%	18%	1%	4%	-4%	-3%	-10%	-2%
O=[N+]([O-])c1cccnc1N/N=C/c1ccccc1O	?	?	3%	-26%	-4%	-4%	12%	9%	10%	?
COc1ccc(CNC(=O)c2cc(C(=O)C3CC3)c[nH]2)cc1	-1%	-3%	0%	?	0%	22µM*	1%	0%	-15%	-7%
O=C(Cn1cc([N+](=O)[O-])cn1)N1N=C(C(F)F)CC1(O)C(F)F (stereo not given)	3%	1%	-4%	-23%	-4%	1%	?	5%	4%	-1%
COc1ccc2nc(-c3ccccn3)[nH]c2c1	2µM*	6.7µM*	?	nt	1.3µM*	nt	-7%	nt	?	5.2µM*
CC(C)[C@H](NS(=O)(=O)c1ccc2c(c1)OCCO2)C(=O)OCC(=O)Nc1cccc(Cl)c1Cl	-7%	6%	3%	30%	-1%	?	-2%	3%	-48%	0%
COc1cc(NS(=O)(=O)c2ccc(NC(=O)CN3C(=O)c4ccccc4C3=O)cc2)ncn1	-1%	-14%	0%	-4%	-3%	-5%	-3%	7%	-6%	4%
N#C/C(=C(/O)Cc1ccccc1)P(=O)(c1ccccc1)c1ccccc1	-2%	-1%	4%	27%	-2%	5%	-15%	-4%	-30%	-5%
O=c1c2ccccc2c(C=NC2CCN(Cc3ccccc3)CC2)c(O)n1Cc1ccc2c(c1)OCO2	0%	-1%	nt	-22%	-7%	-19%	4%	4%	nt	-1%
Fc1ccc(Nc2ncnc3sc4c(c23)CCC4)cc1	3%	1%	13%	-2%	-5%	5%	-2%	-6%	-20%	-1%
CC1(C)CC(NC(=O)c2cc(Cl)ccc2Cl)CC(C)(C)N1	-4%	3%	-1%	-1%	2%	-8%	-3%	nt	8%	0%
Cc1ccc(OC(F)F)c(NC(=O)Nc2cccc(C(F)(F)F)c2)c1	9%	0%	nt	5µM*	-2%	6.3µM*	-4%	0%	-93%[inhibitor]	-9%
[2H]C(CCOS(N)(=O)=O)c1ccc(C(C)(C)C)cc1 (stereo not given)	-16%	?	5%	-33%	-11%	?	-4%	7%	-8%	12%
Cc1ccc(S(=O)(=O)N2CCOCC2)cc1NC(=O)COC(=O)Cn1c(C)csc1=O	2%	0%	10%	nt	1%	nt	nt	7%	-10%	-3%
O=C(CCC(=O)c1cccs1)Nc1ccc(N2CCCCC2)cc1	11%	19µM*	-5%	1%	11%	9%	7%	10%	34%	13%
Cc1ccc(NC(=O)c2ccc(N3C(=O)C4CC=C(Cl)CC4C3=O)cc2)cc1 (stereo not given)	-1%	-16%	-11%	?	-1%	-1%	-7%	7%	4%	4%
CCOc1ccccc1NC(=O)NC(=O)N(C)S(C)(=O)=O	7%	-3%	6%	5%	0%	0%	-4%	6%	-33%	-2%
CC(C)CC(=O)Nc1nnc(S(=O)(=O)N(C)c2ccc(Cl)cc2)s1	-2%	1%&-8%	-15%	5%	1%	-3%	-5%	5%	-9%	-3%

2 of these compounds, set out differently:
Results follow in this order: Rab9 promoter act | FLuc modulator | uPA surface inh | RORg inh | NPC1 prom act | Gal4-VP16 FLuc | MBNL1 CUG block | p53 reactivator | BRCA1 expr up | ELG1 genotox
CC(C)[C@H](NS(=O)(=O)c1ccc2c(c1)OCCO2)C(=O)OCC(=O)Nc1cccc(Cl)c1Cl
  -7% | 6% | 3% | 30% | -1% | ? | -2% | 3% | -48% | 0%
COc1cc(NS(=O)(=O)c2ccc(NC(=O)CN3C(=O)c4ccccc4C3=O)cc2)ncn1
  -1% | -14% | 0% | -4% | -3% | -5% | -3% | 7% | -6% | 4%
